Screens: PubChem BioAssay, National Center for Advancing Translational Sciences (NCATS)
PKM2 act: qHTS Assay for Activators of Human Muscle isoform 2 Pyruvate Kinase. purified PKM2, Kinase-Glo ATP luminescence, activation; response scale: 0% is enzyme alone, no compound. 0.34% of 260,000 active. Potency, µM (doses to about 57.5 µM), for the others: at the highest dose activation, usual class: activators. Pyruvate kinase PKM (Homo sapiens), P14618; further: potency means the concentration at half of the fitted maximal effect; nearly all actives have a fitted effect of over 55% in size
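Kinase-Glo luminescence reports ATP generated from ADP (0.1 mM) and PEP (0.5 mM) by purified hPK-M2 after 1 h at room temperature, pH 7.2 imidazole buffer; intermediate enzyme activity allows detecting inhibitors and activators.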
USP2a inh: qHTS Assay for Inhibitors of Ubiquitin-specific Protease USP2a Using CHOP2 as the Reporter; Ubiquitin carboxyl-terminal hydrolase 2 (Homo sapiens), O75604; USP2 core, Ub-CHOP2 coupled fluorogenic reporter, 485/531; Potency, µM (titrated, usually from 38.3 µM), for the others: top-dose activity change, negative = inhibition, actives largely listed as inhibitors; 0.01% of 330,000 active; AID 463254, 2010;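 further: potency means the concentration at half of the fitted maximal effect; plate controls were DMSO wells for no effect and full inhibition by NEM control for full effect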
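USP2 core (10nM final) preincubated 30min RT with compound in 20mM Tris-HCl pH 8.0, 2mM CaCl2, 2mM beta-mercaptoethanol, 0.05% CHAPS; 25nM Ub-CHOP2 plus 25nM reporter substrate added, fluorescence (Ex485/Em531) read after 60min.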
Giardia killer: Small Molecules that selectively kill Giardia lamblia: qHTS; Giardia lamblia trophozoite viability; activity change, % at 7.66 µM, hits read low; 0.15% of 340,000 active; AID 540267, 2011; in the data active means activity change below about -80%; inconclusive means between about -30% and that limit;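 further: parasites exposed to compound for two days anaerobically before the ATP read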
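Luminescent ATP signal served as the viability read-out, measured 15-30 min after adding ATP detection reagent to trophozoites that had been incubated with compounds for 48 hrs at 37 deg C anaerobically at 100 cells/well.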
Chronic BCR inh: qHTS Assay to Find Inhibitors of Chronic Active B-Cell Receptor Signaling; ABC-DLBCL IkBa-CBG/CBR reporter, luminescence ratio, 4 h; Potency, µM (highest dose often 46.1 µM), inactives show at the top dose ratio change, negative = lower green/red ratio, actives largely listed as inhibitors; 0.05% of 340,000 active; active means well fitted inhibition curve with a large enough effect in the signal ratio, with a control signal flat, not every such curve was filed as active; inconclusive means small, poorly fitted or top-dose-only effect, or effect the other way, or a change in a side signal; the % refers to the signal ratio;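 further: potency means the concentration at half of the fitted maximal effect; plate controls were basal doxycycline-induced cells for no effect and cells given 10 µM MG132 for full effect; MG132 reads +100%, hits lower the ratio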
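Cell line TMD8 (human ABC DLBCL), stably expressing tet-inducible CBG68-IkBa fusion and CBR; IMDM/0.5% FBS; cpd up to 46 uM; dox induction, 4 h, 37C/5% CO2; dual luminescence; green/red ratio; MG132 control.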
Eya2 phos inh: qHTS Assay for Inhibitors of the Phosphatase Activity of Eya2 | Protein phosphatase EYA2 (Homo sapiens), O00167 | recombinant Eya2, OMFP fluorescence dephosphorylation (OMFP is methylfluorescein phosphate) | Potency, µM (titrated, usually from 76.9 µM), for the others: at the highest dose activity, negative = inhibition, most hits filed as inhibitors | 0.006% of 330,000 active; further: potency means the concentration at half of the fitted maximal effect
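Eya2 (0.2 uM) preincubated 10 min at ambient with compound, then OMFP substrate added at 50 uM; 10 min reaction in 50 mM HEPES pH 7.5, 50 mM NaCl, 5 uM MgCl2, 0.05% BSA, 1 mM DTT. Fluorescence read at Ex 485/Em 525 nm.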
Coupling enz: qHTS Assay for Inhibitors of Fructose-1,6-bisphosphate Aldolase from Giardia Lamblia: Coupling assay counterscreen | AID 2472, 2010 | coupling enzyme system counterscreen, AmpLite Red fluorescence | activity change, negative = inhibition, % at 58.2 µM, hits read low | 0.67% of 290,000 active; in the data active means activity change below about -30%
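First, compound is pin-transferred into glyceraldehyde-3-phosphate coupling-enzyme reagent at 57.5 uM final and held 10 min at RT. Next, substrate, coupling system and AmpLite Red are added. After 20 min RT, fluorescence (525/598 nm) is read.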
uPA surface inh: qHTS for Inhibitors of Cell Surface uPA Generation. cell surface uPA generation assay, qHTS. Potency, µM (series often up to 38.3 µM), without a hit: at the top dose activity change, negative = inhibition, usual class: inhibitors. 0.31% of 330,000 active; active means well fitted inhibition curve with a large enough effect; inconclusive means small, poorly fitted or top-dose-only effect; inactive means no such curve, though single readings can be large or run the other way; tested in mouse RAW 264.7 cells; further: potency means the concentration at half of the fitted maximal effect; nearly all actives have a fitted effect of over 55% in size
KCNH2 WT inh: qHTS for Inhibitors of KCHN2 3.1: Wildtype qHTS; activity change, % at 1.84 µM; 0.37% of 340,000 active; U2OS, BacMam KCNH2, thallium flux FluxOr; stronger effect = lower value; Voltage-gated inwardly rectifying potassium channel KCNH2 (Homo sapiens), Q12809; AID 720551, 2013;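 active means maximum activity change below -70%; inconclusive means maximum activity change between -70% and -50%; inactive means maximum activity change above -50%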
Target sequence (Q12809 whole entry, looked up): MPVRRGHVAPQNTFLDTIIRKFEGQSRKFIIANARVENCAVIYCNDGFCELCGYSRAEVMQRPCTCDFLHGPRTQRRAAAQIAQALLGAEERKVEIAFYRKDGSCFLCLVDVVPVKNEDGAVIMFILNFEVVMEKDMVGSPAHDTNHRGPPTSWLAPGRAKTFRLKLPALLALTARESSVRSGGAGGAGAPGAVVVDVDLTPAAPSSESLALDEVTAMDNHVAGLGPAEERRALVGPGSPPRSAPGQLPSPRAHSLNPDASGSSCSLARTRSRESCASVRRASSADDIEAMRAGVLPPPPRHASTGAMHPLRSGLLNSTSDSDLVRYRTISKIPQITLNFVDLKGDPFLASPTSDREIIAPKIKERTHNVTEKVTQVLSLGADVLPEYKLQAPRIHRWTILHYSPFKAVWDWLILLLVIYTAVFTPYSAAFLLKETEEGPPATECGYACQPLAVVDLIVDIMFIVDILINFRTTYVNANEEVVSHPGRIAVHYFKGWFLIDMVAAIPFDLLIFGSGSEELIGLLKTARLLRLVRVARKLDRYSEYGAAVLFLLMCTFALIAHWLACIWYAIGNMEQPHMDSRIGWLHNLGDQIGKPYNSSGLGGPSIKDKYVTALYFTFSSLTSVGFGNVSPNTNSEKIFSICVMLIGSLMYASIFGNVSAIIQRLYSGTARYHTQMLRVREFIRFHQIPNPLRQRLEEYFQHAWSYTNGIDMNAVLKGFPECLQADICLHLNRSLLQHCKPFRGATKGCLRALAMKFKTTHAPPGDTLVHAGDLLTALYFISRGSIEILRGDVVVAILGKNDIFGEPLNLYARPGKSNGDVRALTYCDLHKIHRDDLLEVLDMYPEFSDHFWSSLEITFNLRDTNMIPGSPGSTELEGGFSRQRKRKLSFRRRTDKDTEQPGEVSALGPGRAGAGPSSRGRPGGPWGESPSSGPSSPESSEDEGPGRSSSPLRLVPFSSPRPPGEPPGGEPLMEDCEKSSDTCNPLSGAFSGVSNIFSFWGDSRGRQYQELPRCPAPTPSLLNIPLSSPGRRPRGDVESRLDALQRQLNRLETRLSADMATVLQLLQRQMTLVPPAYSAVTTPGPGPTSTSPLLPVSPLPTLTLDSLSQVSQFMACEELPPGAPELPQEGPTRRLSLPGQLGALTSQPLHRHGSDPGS
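U2OS cells transduced with wild-type KCNH2 virus are loaded with FluxOr dye for 45 min, and thallium flux is measured in kinetic reads before and after stimulation buffer. Rate constants are normalized to DMSO controls.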
B2AR arrestin: qHTS assay of beta-arrestin-biased ligands of beta2-adrenergic receptor; Potency, µM (series often up to 46.1 µM), for the others: at the top dose activation, hits mostly activators; AID 492947, 2010; Beta-2 adrenergic receptor (Homo sapiens), P07550; 0.02% of 330,000 active; beta-arrestin recruitment to beta2AR, cell-based reporter;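 further: potency means the concentration at half of the fitted maximal effect; 0% = DMSO controls and full agonism = EC100 isoproterenol or metaproterenol; nearly all actives have a fitted effect of over 65% in size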
KCNH2 3.1 inh: qHTS for Inhibitors of KCHN2 3.1: Mutant qHTS; U2OS KCNH2 3.1, thallium flux FluxOr; stronger effect = lower value; 0.95% of 340,000 active; Potassium voltage-gated channel subfamily H member 2, brain isoform KCNH2 3.1 (human); AID 720553, 2013; activity change, % (tested at about 1.8 µM);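 active means maximum activity change below -70%; inconclusive means maximum activity change from -70% to -50%; inactive means maximum activity change above -50%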;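 further: thallium influx rate constant from kinetic fluorescence after stimulation buffer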
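Channel expression came from 3.1 mutant virus (1.77 x 10^8 /mL) applied to suspended U2OS cells for 4 h. Flux was tracked with FluxOr dye plus Red40 quencher, and kinetic rate constants normalized to controls.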
GALK inh: qHTS Assay for Inhibitors of Human Galactokinase (GALK) | Purified GALK, Kinase-Glo residual ATP luminescence | Potency, µM (top dose mostly 57.5 µM), for the others: at the top dose activity change, negative = inhibition, most hits filed as inhibitors | 0.007% of 270,000 active; further: potency means the concentration at half of the fitted maximal effect
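Luminescence from leftover ATP (Ultra-Glo luciferase/luciferin) served as read-out after a 1 h room-temperature reaction of 5 nM GALK with 35 uM ATP and 100 uM galactose.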
Starred values were filed as active, the others as inactive; ? = inconclusive; / = no result given; [ ] = another dose, or the depositor's remark. Unless noted, the call rests on the fitted dose curve; in most records, active means well fitted curve in the direction sought with a large enough effect; inconclusive means small, poorly fitted or top-dose-only effect, or another doubt; inactive means no such curve, though single readings can be large; an effect the other way counts as inactive or inconclusive. Unless noted, on the % scale 0 is the no-effect control and ±100 the full control effect.

Fields: Eya2 phos inh	PKM2 act	Giardia killer	USP2a inh	KCNH2 3.1 inh	KCNH2 WT inh	Chronic BCR inh	Coupling enz	B2AR arrestin	uPA surface inh	GALK inh
CC(CCN1C(Nc2ccccc2)=NC[C@@H]1C)c1ccccc1 (some centres not stated)
→ 0%	-5%	45[activator]	-1%	5	22	-11%	1	-0.1%	-12%	/
Cc1ccc(C(=O)OCC(=O)Nc2cc(S(C)(=O)=O)ccc2Cl)cc1S(=O)(=O)N1CCCCC1
→ 22%	-3%	-2	-1%	2	11	?	4	0.3%	-11%	-8%
COc1cccc(N(CC(=O)NC2CCCC2)C(=O)Cn2nnc(-c3ccc(C)cc3)n2)c1
→ 6%	0%	5	3%	-13	-2	?	2	0.1%	/	1%
Nc1nnc(CCC2CCCCC2)s1
→ 18%	0%	-1	3%	2	0	3%	2	-0.3%	4%	7%
O=C1CCCCCN1CP(=O)(O)CN1CCCCCC1=O
→ -4%	1%	-16	1%	46	-2	-5%	1	-0.2%	1%	9%
CCC(C(=O)NCCN1CCN(C)CC1)n1c(C)c2cnn(-c3ccccc3)c(=O)c2c1C (configuration not stated)
→ -8%	-16%	45[activator]	-4%	-3	0	?	-1	-1.1%	6%	-1%
O=C(CN1CCCC1)Nc1c(Cl)cccc1Cl
→ 2%	1%	4	0%	9	2	3%	6	0.0%	6%	-7%
O=C(COC(=O)c1cc([N+](=O)[O-])ccc1NCc1ccccc1Cl)NCC(F)(F)F
→ -19%	-9%	17	0%	-7	16	-14%	6	-0.2%	1%	-1%
Fc1ccc(CN2C3=NCCN3c3ccccc32)cc1
→ -25%	0%	5	1%	-18	23	-4%	0	-0.1%	-5%	0%
Cc1cccc(NC(=O)COc2ccc(Br)cc2/C=N/O)c1
→ 4%	-21%	-8	-6%	-8	-7	?	-2	7.6%	-6%	3%
CCOC(=O)N1CCN(C(=O)COc2ccccc2OC)CC1
→ 3%	-9%	-3	1%	11	-22	?	-2	-0.7%	5%	0%
CCOc1ccc(NC(=O)C2CC=CCC2C(=O)O)cc1 (configuration not stated)
→ 11%	3%	-19	1%	1	20	3%	3	0.0%	/	0%
COc1ccc(-n2c(Cc3cccn3C)nnc2SCC(=O)Nc2cccc(C)c2C)cc1
→ 9%	16%	1	1%	-1	5	6%	2	2.0%	6%	0%
CCOC(=O)c1[nH]c(CSc2nnc(-c3ccc(OC)cc3)o2)c(C(=O)OCC)c1C
→ -5%	-1%	27	0%	6	10	-3%	3	0.4%	4%	2%
COc1cccc(COc2cc3ccccc3nc2C)c1
→ -7%	-7%	2	0%	0	0	7%	-5	-0.1%	-9%	-5%
O=c1c2cc(N3CCOCC3)ccc2[nH]c(=S)n1CCCN1CCCC1
→ 2%	0%	7	-1%	-13	-8	-18%	0	0.0%	8%	-1%
CC(=O)NC(Cc1cccc(F)c1)C(=O)NC1CCN(c2nnnn2-c2ccccc2)CC1 (configuration not stated)
→ 1%	-7%	10	1%	-2	/	3%	1	0.1%	-7%	0%
COc1ccc(-c2cc(C(=O)N3CCCCCC3)c3ccccc3n2)c(OC)c1
→ 1%	1%	-3	3%	0	-5	2%	1	-0.8%	-3%	-3%
COc1ccccc1NS(=O)(=O)c1ccc(C(=O)N2CCCC(C)C2)cc1 (configuration not stated)
→ -5%	-5%	6	1%	10	-18	2%	/	-0.7%	-5%	-1%

Random excerpt: two entries already listed, in no set order.
Fields: Eya2 phos inh	PKM2 act	Giardia killer	USP2a inh	KCNH2 3.1 inh	KCNH2 WT inh	Chronic BCR inh	Coupling enz	B2AR arrestin	uPA surface inh	GALK inh
O=C(CN1CCCC1)Nc1c(Cl)cccc1Cl
→ 2%	1%	4	0%	9	2	3%	6	0.0%	6%	-7%
CC(CCN1C(Nc2ccccc2)=NC[C@@H]1C)c1ccccc1 (some centres not stated)
→ 0%	-5%	45[activator]	-1%	5	22	-11%	1	-0.1%	-12%	/

Gathered by group: the compounds so far with an NH in an aromatic ring
Fields: Eya2 phos inh	PKM2 act	Giardia killer	USP2a inh	KCNH2 3.1 inh	KCNH2 WT inh	Chronic BCR inh	Coupling enz	B2AR arrestin	uPA surface inh	GALK inh
CCOC(=O)c1[nH]c(CSc2nnc(-c3ccc(OC)cc3)o2)c(C(=O)OCC)c1C
→ -5%	-1%	27	0%	6	10	-3%	3	0.4%	4%	2%
O=c1c2cc(N3CCOCC3)ccc2[nH]c(=S)n1CCCN1CCCC1
→ 2%	0%	7	-1%	-13	-8	-18%	0	0.0%	8%	-1%

As entered above.
USP2a inh, `COc1ccc(-n2c(Cc3cccn3C)nnc2SCC(=O)Nc2cccc(C)c2C)cc1` → 1%
PKM2 act, `CCC(C(=O)NCCN1CCN(C)CC1)n1c(C)c2cnn(-c3ccccc3)c(=O)c2c1C` (configuration not stated) → -16%
USP2a inh, `CC(CCN1C(Nc2ccccc2)=NC[C@@H]1C)c1ccccc1` (some centres not stated) → -1%
PKM2 act, `O=C1CCCCCN1CP(=O)(O)CN1CCCCCC1=O` → 1%
